Screening results as filed in PubChem BioAssay.
ATG4B inhibitor = blocks human ATG4B protease cleavage of LC3 substrate; AID 504462; ATG4B cleavage of LC3-PLA2, NBD-HPC fluorescence, 1 h; 340,000 compounds, 0.51% hits; inhibition, % at 8.33 µM; Q9Y4P1; in the data active = inhibition above about 40%
Target sequence (Q9Y4P1 whole entry, looked up): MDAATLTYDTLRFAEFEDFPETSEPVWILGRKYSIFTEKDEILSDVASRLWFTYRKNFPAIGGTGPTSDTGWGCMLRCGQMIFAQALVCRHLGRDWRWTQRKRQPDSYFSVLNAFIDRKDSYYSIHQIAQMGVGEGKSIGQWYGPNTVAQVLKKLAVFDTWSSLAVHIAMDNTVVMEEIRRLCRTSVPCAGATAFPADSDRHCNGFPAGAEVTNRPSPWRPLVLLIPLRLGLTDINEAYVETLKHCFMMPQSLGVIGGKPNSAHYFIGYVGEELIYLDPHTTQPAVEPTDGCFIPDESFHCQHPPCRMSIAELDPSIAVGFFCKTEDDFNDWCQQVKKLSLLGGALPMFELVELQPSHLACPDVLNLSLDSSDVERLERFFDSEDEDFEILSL
NLRP3 yeast inh = blocks the NALP3 inflammasome reconstituted in yeast. Yeast reconstituted NLRP3/ASC/caspase-1, beta-gal luminescence, 24 h. inhibition, % at 10 µM. 330,000 compounds, 0.39% hits;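 active = inhibition of 50% or more; inactive = inhibition below 50%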;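 also: plate controls were induced DMSO wells for no effect and uninduced yeast grown without galactose for full effect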
TIM10 inh = inhibits growth of TIM10 yeast strain; S. cerevisiae TIM10 strain growth, BacTiter-Glo luminescence, 24 h; inhibition, % at 10 µM; 330,000 compounds, 1.4% hits; AID 463195;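 active = inhibition of 40% or more at the single tested concentration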;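 also: wild-type TIM10 isogenic control strain grown at permissive 25 °C; 0% = DMSO yeast wells and 100% = minimal medium wells without yeast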
mIAP block = blocks mouse intestinal alkaline phosphatase | purified mouse IAP, CDP-Star luminescence, 30 min | inhibition, % at 10 µM | 330,000 compounds, 0.2% hits;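 active = inhibition of at least 40% at 10 µM in the primary screen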;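 also: plate controls were DMSO with enzyme for no effect and no enzyme wells for full effect; values of inactives mirror those of a sister screen read the other way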
mIAP activ = increases mouse intestinal alkaline phosphatase activity; activation factor at 10 µM; muIAP, CDP-Star luminescence, 30 min; hits give high values; 1 = vehicle-only enzyme signal, 0 = enzyme-free wells; 330,000 compounds, 0.24% hits;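 active = activation factor of at least 2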; also: the source names both 10 and 20 µM as test concentration; values of inactives mirror those of a sister screen read the other way
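Assay system: mouse IAP enzyme; Reagent: CDP-Star chemiluminescent phosphatase substrate; Compound: DMSO-dissolved test compounds; Incubation: 30 min, room temperature; Technique: luminescence from enzymatic CDP-Star hydrolysis; Controls: DMSO-only wells and no-enzyme negative control.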
tim10-1 inh = inhibits growth of tim10-1 mutant yeast; S. cerevisiae tim10-1 ts strain growth, BacTiter-Glo, 24 h; 330,000 compounds, 2.2% hits; inhibition, % at 20 µM;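 active = inhibition of at least 40%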;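 also: mutant grown at 25 °C; 0% = DMSO wells with yeast and 100% = wells holding no yeast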
hIAP act = increases human intestinal alkaline phosphatase activity. purified human IAP, CDP-Star luminescence, 30 min; hits give high values; 1 = vehicle-only enzyme, 0 = enzyme-free background. activation factor at 10 µM. 330,000 compounds, 0.16% hits. AID 2524;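 active = activation factor of the enzyme at least 2-fold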; also: the source names both 10 and 20 µM as test concentration; values of inactives mirror those of a sister screen read the other way
Target sequence (P09923 whole entry, looked up): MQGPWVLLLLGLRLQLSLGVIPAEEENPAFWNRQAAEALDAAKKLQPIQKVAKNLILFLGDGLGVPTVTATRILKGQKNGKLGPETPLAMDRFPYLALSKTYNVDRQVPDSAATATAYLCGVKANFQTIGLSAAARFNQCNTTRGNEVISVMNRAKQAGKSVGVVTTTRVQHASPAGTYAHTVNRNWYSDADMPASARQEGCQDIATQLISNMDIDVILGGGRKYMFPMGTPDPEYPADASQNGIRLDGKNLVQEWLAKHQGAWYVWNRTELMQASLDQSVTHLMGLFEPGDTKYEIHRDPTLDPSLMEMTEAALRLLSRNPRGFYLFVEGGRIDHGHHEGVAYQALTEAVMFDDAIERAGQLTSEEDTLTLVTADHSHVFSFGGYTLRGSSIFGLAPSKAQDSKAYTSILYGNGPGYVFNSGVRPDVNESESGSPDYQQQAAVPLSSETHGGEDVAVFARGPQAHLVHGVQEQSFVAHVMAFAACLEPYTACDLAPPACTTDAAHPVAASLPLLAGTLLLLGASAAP
Apaf-1 inh = blocks human Apaf-1 apoptosome activity. reconstituted apoptosome caspase-3 activity, DEVD-Rh110 fluorescence. 330,000 compounds, 0.71% hits. O14727. inhibition, % at 20 µM. AID 489030; active = inhibition of at least 40% at 20 µM;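 also: plate controls were DMSO wells for no effect and DEVD-CHO caspase inhibitor wells for full effect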
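Material: reconstituted apoptosome with Apaf-1, cytochrome c, caspase-9, procaspase-3, dATP; medium: pH 7.5 Hepes buffer with CHAPS, BSA, DTT; also added: cytochrome c and DEVD-Rh110 substrate; timing: 30 min plus 50 min, RT; signal: Rh110 fluorescence intensity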
hIAP inh = blocks human intestinal alkaline phosphatase. P09923. purified IAP, CDP-Star luminescence, 30 min. inhibition, % at 10 µM. 330,000 compounds, 0.12% hits. AID 2544;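 active = inhibition reaching a set limit with compound at 10 µM in the primary screen, cut at about 35% in these data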;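 also: plate controls were DMSO wells with enzyme for no effect and no-enzyme buffer wells for full effect; values of inactives mirror those of a sister screen read the other way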
* hit, by the source's call; nt = not tested or not shown.

SMILES	ATG4B inhibitor	NLRP3 yeast inh	TIM10 inh	mIAP block	mIAP activ	tim10-1 inh	hIAP act	Apaf-1 inh	hIAP inh
CCn1c(-c2ccc(-c3ccccc3)cc2)c[nH]c1=S	-9	37	1	7	0.93	-1	1.1	24	-12
C/C(=N\NC(=O)CNC(=O)C(c1ccccc1)c1ccccc1)c1ccc(C)cc1	nt	0	12	7	0.93	7	0.72	-1	28
O=c1c2ccccc2nc(-c2ccccc2)n1CCCn1ccnc1	-6	-2	-362	-2	1	-52	1.2	15	-25
CCCc1c(C(=O)N/N=C/c2ccc(OC)c(OCc3ccccc3)c2)nnn1-c1nonc1N	2	7	-3	6	0.94	-6	0.99	12	1
O=C(NCCC(=O)N1CCc2ccccc21)c1ccccc1Cl	4	30	7	0	1	3	0.88	3	12
O=C(OCc1nnc(-c2ccccc2Br)o1)c1ccco1	9	3	6	4	0.96	-3	1.1	-1	-10
CCOc1ccccc1N1CCN(CC(=O)Nc2ncc(C)s2)CC1	-8	18	-5	-6	1.1	6	1.6	2	-58
CC1=CSC2=NC(=O)/C(=C/c3cccc(OC(=O)c4ccco4)c3)C(=N)N12	-1	6	26	6	0.94	36	1.2	10	-17
COc1ccc(C(=O)NCC(=O)NCC2COc3ccccc3O2)cc1 (stereo not given)	10	2	10	2	0.98	12	0.97	-10	3
O=C(CCC(=O)N1CCOc2ccc(Cl)cc21)NCCCN1CCC(Cc2ccccc2)CC1	5	10	-8	9	0.91	-7	0.89	36	11
CC1CC(C)(C)CC2(C1)NC(=O)N(CC(=O)Nc1cc([N+](=O)[O-])ccc1F)C2=O (stereo not given)	-7	10	8	3	0.97	13	1	-1	-4
COc1ccc(NC(=O)CNS(=O)(=O)c2ccc(Cl)cc2)cc1	-6	14	-3	-1	1	14	1.2	11	-23
CCOC(=O)CC1COc2ccccc2N1C(=O)c1cccc([N+](=O)[O-])c1 (stereo not given)	-3	22	16	10	0.91	18	0.92	0	8
CC(=O)N1N=C(c2ccc(C)cc2)CC1c1ccco1 (stereo not given)	10	4	-21	6	0.94	14	1.1	9	-9
O=C1/C(=C/c2ccco2)Cc2ccccc21	0	22	16	8	0.92	5	1.1	-4	-11
CN1CCC2(CC1)NC(=O)NC2=O	-4	-3	-11	-2	1	7	1.1	6	-7
CCn1c(=O)n(CC)c2cc(N3CCCC3)c(NC(=O)c3ccccc3F)cc21	-16	13	1	-8	1.1	37	0.93	9	7
Oc1ccc(N2Cc3ccccc3C2)cc1	3	18	-10	3	0.97	30	0.9	21	10
CCc1ccc(C(=O)OCC(=O)Nc2cccc(S(=O)(=O)NC3=NCCCCC3)c2)cc1	-10	12	-2	-15	1.2	14	0.93	11	7
COc1ccc(CC(=O)Nc2nn(C)c3nc4c(C)cccc4cc23)cc1	-1	2	11	-4	1	4	1.1	-4	-13

Record cards, from the list above. Values in the order: ATG4B inhibitor, NLRP3 yeast inh, TIM10 inh, mIAP block, mIAP activ, tim10-1 inh, hIAP act, Apaf-1 inh, hIAP inh
C/C(=N\NC(=O)CNC(=O)C(c1ccccc1)c1ccccc1)c1ccc(C)cc1 is listed as nt, 0, 12, 7, 0.93, 7, 0.72, -1, 28
CCn1c(=O)n(CC)c2cc(N3CCCC3)c(NC(=O)c3ccccc3F)cc21 is listed as -16, 13, 1, -8, 1.1, 37, 0.93, 9, 7
CN1CCC2(CC1)NC(=O)NC2=O is listed as -4, -3, -11, -2, 1, 7, 1.1, 6, -7

The listing continues.
SMILES	ATG4B inhibitor	NLRP3 yeast inh	TIM10 inh	mIAP block	mIAP activ	tim10-1 inh	hIAP act	Apaf-1 inh	hIAP inh
CSCCC(NC(C)=O)C(=O)OCC(=O)N(c1ccccc1)c1ccccc1 (stereo not given)	-1	21	2	-7	1.1	3	0.96	13	4
COCCN(Cc1ccccc1)C(=O)c1ccc(C(=O)c2ccccc2)cc1	12	3	-7	-4	1	-9	0.94	21	6
CN(C)Cc1c(O)ccc2c1O/C(=C\C=C\c1ccccc1)C2=O	8	9	-6	13	0.87	-6	1.2	-8	-24
Cc1cc(C)c(C#N)c(SCc2[nH]nc3c2C(c2ccc(F)cc2)C(C#N)=C(N)O3)n1 (stereo not given)	-6	13	6	2	0.98	36	1	36	0
Cc1c(C(=O)OC/C(O)=C(\C#N)c2nc3ccccc3[nH]2)oc2ccc(Br)cc12	-1	-3	-4	25	0.75	-4	1.3	-11	-26
CCC(=NCCc1c(C)[nH]c2ccccc12)C1=C(O)CC(c2ccccc2)CC1=O (stereo not given)	18	22	-3	-6	1.1	-11	1.1	19	-10
CC(C)Cc1ccc(C(C)NC(=O)Cc2ccc(S(=O)(=O)N3CCOCC3)s2)cc1 (stereo not given)	-10	4	8	-15	1.2	4	1.1	25	-9
Cc1c2c(nc3ccccc13)CC(C)(C)CC2=O	-3	11	-6	-12	1.1	6	1.1	0	-14
CCN(CC)C(=O)C1c2ccccc2Oc2ccccc21	-2	28	-1	-2	1	16	1.2	-3	-16
Cn1c(COc2ccccc2)nnc1SCC(=O)Nc1ccc(S(N)(=O)=O)cc1	4	5	10	-6	1.1	9	0.93	-8	7
O=C(CS(=O)(=O)Cc1ccccc1)Nc1ccc(S(=O)(=O)N2CCCCCC2)cc1	-12	8	5	-6	1.1	15	0.97	12	3
NS(=O)(=O)c1ccc(N2C(=O)C(=O)/C(=C(/O)c3ccccc3)C2c2ccc(Cl)cc2)cc1 (stereo not given)	-2	-18	-1	9	0.91	4	0.94	-17	6
CCCNC(=O)N[C@@H](CCSC)C(=O)OC	8	-4	6	3	0.97	-4	0.97	-15	3
O=C(Nc1cscc1S(=O)(=O)c1ccc(Cl)cc1)c1ccccc1Cl	-5	11	9	5	0.95	8	0.99	14	1
O=C(C/C=N\OCc1ccc([N+](=O)[O-])cc1)Nc1ccc(Br)cc1	-9	33	13	8	0.92	1	0.87	4	13
CCOC(=O)[C@@H]1[C@H]2COc3ccc(Br)cc3[C@H]2N2C(=O)N(c3ccc(Cl)cc3)C(=O)[C@]12C	-10	-1	-98	5	0.95	-116	0.98	10	2
C=CCn1c(C)cc(C(=O)COC(=O)C2CC(=O)N(CCc3ccc(OC)c(OC)c3)C2)c1C (stereo not given)	5	13	20	-6	1.1	24	1	5	0
Cc1nc2ccc(NC(=O)N(C(C)C)C(C)C)cc2s1	-4	-11	4	-5	1	2	0.92	-9	8
CN1C(=O)C(=O)N(CC(=O)Nc2ccccc2OC(F)F)C1=O	-8	-4	4	-1	1	-11	1.1	-7	-12
CCCCCCCCCS(=O)(=O)N/N=C/c1cccc([N+](=O)[O-])c1	19	11	14	-13	1.1	42*	0.99	7	1
CCCCC(=O)OCc1c(-c2ccccc2)ncc2ccccc12	-3	6	-1	6	0.94	19	0.93	19	7
CCOC(=O)c1sc(Nc2cccc(C)c2C)nc1C	nt	8	32	13	0.87	43*	0.77	-6	23
COC(=O)[C@@H](NC(=O)O[C@@H]1C(=O)c2cc(Br)ccc2O[C@H]1c1cccc(OC)c1)C(C)C	nt	17	15	-8	1.1	26	0.85	4	14
Cc1ccc(C)c(-c2cc(C(=O)Nc3nccs3)c3ccccc3n2)c1	6	-18	47*	11	0.89	39	1.1	11	-5
Cc1ccc(CSCC(=O)NCc2cccnc2)cc1	10	15	-8	-1	1	5	1	-3	-3
COc1ccc(S(=O)(=O)N2CCC(C(=O)N3CCCCC3)CC2)cc1Cl	-13	8	8	6	0.94	25	0.94	-13	6
COc1ccc2nc(SCC(=O)O)nc(C)c2c1	-1	-6	-6	-5	1.1	16	1.1	9	-9
COc1ccccc1CNC(=O)c1ccc(NC(=O)CC2SC(N3CCCC3)=NC2=O)cc1 (stereo not given)	-17	0	-6	19	0.81	9	1	0	-3
Cc1ccc(/C=N/NC(=O)c2nnn(-c3nonc3N)c2CNc2ccccc2)cc1	-2	11	-10	9	0.91	15	0.98	-3	2
CCCCC1C(=O)CC[C@H]2[C@@H]1CC(=O)[C@@H]2C/C=C\CCCC(=O)O (stereo not given in full)	3	-28	11	6	0.94	27	0.88	-8	12
Cn1c(SCC(=O)Nc2cccc(F)c2)nnc1-c1cc2ccccc2o1	-11	25	-25	0	1	-9	1.2	-22	-23
COC(=O)c1cnc(SC)nc1C	-4	-5	-23	-3	1	6	0.85	3	15
NC(=O)Nc1ccc(C(=O)OCC(=O)Nc2cccc(S(=O)(=O)NC3=NCCCCC3)c2)cc1	-8	10	5	0	1	9	0.99	6	1
Oc1ccc(F)cc1-c1cc(-c2ccc3c(c2)OCCO3)n[nH]1	3	24	17	-7	1.1	3	1.7	11	-69
COCCn1c(COc2ccc(Cl)cc2)nnc1SCC(N)=O	12	5	-8	3	0.97	2	1	-15	0
COC(=O)C1=C[C@@H](C(=O)OC)[C@@H]2C3=C(C(=O)[C@]2(C)NC(=O)c2ccccc2)[C@H](C)n2c(=O)n(C)c(=O)n2[C@@H]3C1	0	23	0	-17	1.2	-28	1.1	-5	-6
COc1ccc(NS(=O)(=O)c2ccc(-c3ccccn3)s2)cc1	-2	4	23	-5	1	17	1.2	3	-15
Cc1cc(=O)c(C(=O)O)cn1-c1ccc(C(C)C)cc1	-7	11	1	2	0.98	23	0.91	5	9
COc1ccc(CC(=O)NC2CC2)cc1OC	1	10	-5	-3	1	10	0.92	2	8
Cc1ccc(NC(=O)c2oc3ccccc3c2NC(=O)C2CC2)cc1	3	-2	15	5	0.95	27	0.92	5	8
Cc1ccc(-n2nc(C)c(C(=O)Nc3cccc(C(=O)NC4CC4)c3)n2)c(C)c1	0	16	15	-16	1.2	44*	1.2	15	-17
O=C(COc1ccc(Cl)cc1)NCc1nnc(SCC(=O)Nc2ccc(F)cc2F)o1	9	-10	13	15	0.85	9	0.99	10	1
CCCCN1C(=O)C(=O)N(CC(=O)c2cc(C)n(C3CC3)c2C)C1=O	0	11	-16	-8	1.1	0	1.1	5	-7
Cc1ccc(/C=C/S(=O)(=O)NCCC(=O)NCc2ccccc2F)cc1	-7	9	8	2	0.98	14	1.2	20	-21
COc1ccccc1NC(=O)Oc1ccc(NC(=O)c2ccco2)cc1	-10	13	4	10	0.9	3	0.97	-4	3
COc1cccc(N2CCN(c3ccc4nnc(CCC(=O)Nc5ncccc5C)n4n3)CC2)c1	-6	1	10	2	0.98	17	1.1	-2	-12
Cc1cc(C)n2nc(C(=O)N(C)c3c(N)n(Cc4ccccc4)c(=O)[nH]c3=O)nc2n1	9	20	2	-1	1	8	0.99	-1	0
Cc1ccc(C(=O)N/C(=C/c2ccco2)C(=O)OCN2C(=O)c3ccccc3C2=O)cc1	-5	-12	-9	6	0.94	2	0.95	7	5
O=C(CN1CCN(c2ccccc2)CC1)Nc1ccccc1Sc1ccccc1	9	-2	0	-12	1.1	13	0.95	23	5
O=C(CSCc1ccccc1)N1CCN(Cc2ccc3c(c2)OCO3)CC1	-3	37	22	3	0.97	22	1	5	-1
COc1cc2c(cc1OC)C(c1ccccc1)N(C(=O)c1ccccc1)CC2 (stereo not given)	-4	13	9	-4	1	29	1.1	17	-8
COc1ccc(Cl)cc1NC(=O)COC(=O)C1=NNC(=O)CC1	4	-1	4	-11	1.1	-7	1.1	6	-10
O=C(Cn1nnc(-c2ccccc2)n1)N=Nc1c(O)[nH]c2ccccc12	5	-15	7	2	0.98	4	1.2	2	-21
